# Compound activity as filed in PubChem BioAssay.
# FBW7 activator: activators of human E3 ligase FBW7; Q969H0; AlphaScreen FBW7–phospho-cyclin E peptide binding, activator screen; normalized activity (activation), % at 26.1 µM; 650,000 compounds, 0.13% hits; AID 1259310; in the data active = normalized activity above about 1.9%;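 also: purified mutant Fbw7 with reduced substrate affinity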
# TEAD-YAP inh: TEAD-YAP interaction inhibition; inhibition, % at 9.12 µM; 640,000 compounds, 1.4% hits; HEK-TIYL cells, TEAD-Gal4/YAP UAS-luciferase luminescence; in the data active = inhibition above about 32%;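 also: 0% = median of test compound wells and 100% = reference inhibitor wells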
# GPR151 ag: activates the human receptor GPR151; Q8TDV0; PathHunter beta-arrestin GPR151 cells, luminescence; 650,000 compounds, 1% hits; activation, % at 11.2 µM; in the data active = activation above about 4.9%;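 also: 0% = median of compound wells and 100% = cells with positive control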
# Target sequence (Q8TDV0 whole entry, looked up): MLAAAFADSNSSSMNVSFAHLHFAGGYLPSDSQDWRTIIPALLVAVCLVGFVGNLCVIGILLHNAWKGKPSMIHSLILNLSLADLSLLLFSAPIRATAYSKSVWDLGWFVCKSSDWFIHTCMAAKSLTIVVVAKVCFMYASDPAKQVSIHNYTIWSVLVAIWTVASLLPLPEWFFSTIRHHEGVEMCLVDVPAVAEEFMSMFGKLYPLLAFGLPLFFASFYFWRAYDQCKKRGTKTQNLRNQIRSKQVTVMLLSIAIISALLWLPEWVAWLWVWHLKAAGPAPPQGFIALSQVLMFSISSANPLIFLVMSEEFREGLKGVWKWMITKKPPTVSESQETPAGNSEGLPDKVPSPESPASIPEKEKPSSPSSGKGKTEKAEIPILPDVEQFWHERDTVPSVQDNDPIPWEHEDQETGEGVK
# MITF inh: blocks human microphthalmia-associated transcription factor; O75030; 650,000 compounds, 0.91% hits; inhibition, % at 2.6 µM; AlphaScreen MITF homodimerization, bead proximity signal; in the data active = inhibition above about 50%;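 also: 0% = vehicle wells with protein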
# Target sequence (O75030 whole entry, looked up): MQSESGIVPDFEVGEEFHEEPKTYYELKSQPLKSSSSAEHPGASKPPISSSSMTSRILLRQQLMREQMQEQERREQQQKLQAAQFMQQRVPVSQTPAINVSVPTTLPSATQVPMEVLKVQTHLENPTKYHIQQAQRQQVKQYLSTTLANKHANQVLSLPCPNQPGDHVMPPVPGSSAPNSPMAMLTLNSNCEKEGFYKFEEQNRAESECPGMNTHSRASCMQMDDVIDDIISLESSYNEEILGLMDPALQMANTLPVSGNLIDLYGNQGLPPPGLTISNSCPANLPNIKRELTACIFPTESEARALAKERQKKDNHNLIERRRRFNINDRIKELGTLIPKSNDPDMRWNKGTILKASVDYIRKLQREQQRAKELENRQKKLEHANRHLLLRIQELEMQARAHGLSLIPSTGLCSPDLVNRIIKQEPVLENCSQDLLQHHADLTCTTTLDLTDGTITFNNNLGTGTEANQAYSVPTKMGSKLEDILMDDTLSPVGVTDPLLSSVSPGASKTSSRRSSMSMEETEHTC
# * = called active by the depositor; & = joins results of further samples.
compound	FBW7 activator	TEAD-YAP inh	GPR151 ag	MITF inh
N#C/C(=C\c1cc(Cl)cc(I)c1O)C(=O)Nc1ccccc1	-0.1	-1	1.4	-11
Cc1ccc(C)c(N2CCN(CCCNC(=O)CC3Oc4ccccc4NC3=O)CC2)c1 (centres undefined)	-0.1	14	0.2	3
OCc1ccc(OCCOCCOc2ccc(Cl)c3cccnc23)cc1	0.0	6	1.3	4
CC(NC(=O)CSc1nc(N)cc(=O)[nH]1)c1ccccc1 (centres undefined)	-0.1	-2	1.9	6
COc1ccccc1CC(=O)Nc1ccc(OCC(=O)O)cc1	-0.1	-5	-1.1	-13
CCOc1cc2cnc(N3CCCCC3)cc2cc1OCC	0.1	4	0.8	-2
CCOC(=O)Cc1nnc(NC(=O)CC(NC(=O)C(F)(F)F)c2ccccc2)s1 (centres undefined)	0.0	11	-0.4	14
Cc1ccc(C(=O)NCCC(C)C)cc1[N+](=O)[O-]	-0.1	-9	-0.1	3
O=C(CCc1nnc(-c2ccccc2)o1)NCc1c(F)cccc1F	0.0	-4	-0.7	3
Cc1cccc(C2c3[nH]c4ccccc4c3CCN2C(=O)CCN2CCCCO2)n1 (centres undefined)	-0.2	-5	4.1	-8
COc1ccc(C(C)=O)cc1COC(=O)Cc1ccc(Br)cc1	0.1	3	1.9	-7
CC(=O)N1CCN(C(=O)CSc2nc(N)cc(=O)[nH]2)CC1	-0.1	9	0.3	0
COc1ccc(C(=O)CSc2nnc(C)s2)cc1OC	0.1	2	-0.9	8
CC(C(=O)NCC1CC(Cc2cccc(F)c2)=NO1)c1ccccc1 (centres undefined)	0.0	0	0.3	-10
CCN(CC)C(=O)Cn1cnc2sc(C(=O)Nc3ccccc3OC)c(C)c2c1=O	0.0	1	0.3	-16

# Next section:
compound	FBW7 activator	TEAD-YAP inh	GPR151 ag	MITF inh
O=C1NN(c2ccc(Br)cc2)C(=O)/C1=C/c1cc2c(cc1[N+](=O)[O-])OCO2	-0.2	2	0.3	-8
Cc1cc([N+](=O)[O-])cc2c(N=NC(N)=O)c(O)[nH]c12	-0.2	7	0.5	4
Cc1ccccc1CNC(=O)C1CCCN(c2nnc(-n3cccc3)s2)C1 (centres undefined)	0.1	2	0.1	-1
Cc1ccc(-c2cncc(-c3ccc(O)cc3)n2)cc1	0.3	-9	-0.1	29
CCN(CC)C(=O)/C(=C\c1ccc2c(c1)OCO2)NC(=O)c1ccccc1Cl	-0.2	4	0.4	-1
COc1ccc(-n2c(=O)c3c(n4cnnc24)-c2ccccc2CC32CCCC2)cc1	0.0	-5	2.3	3
CCCCC12CN3CC(C)(CN(C1)C31C(=O)N(C)c3ccc(C)cc31)C2=O (centres undefined)	-0.1	-14	-0.5	-3
COc1ccc(-c2nn(CCC(=O)O)cc2C=O)cc1OC	0.2	-3	2.7	10
CC1CCN(Cc2nnnn2CC(=O)N2CCCC2c2nccs2)CC1 (centres undefined)	0.0	9	0.4	-11
CC(C)C(=O)N1c2ccccc2NC2=C(C(=O)CC(C)(C)C2)C1c1ccc(-c2cccc([N+](=O)[O-])c2)o1 (centres undefined)	0.1	5	-0.1	7
CCCNc1nc(NC2CCN(Cc3ccccc3)CC2)nc2c1ncn2CCN1CCCC1=O	0.1	0	1.5	15
CCOC(=O)N1CCN(C(=O)COc2ccc(Br)cc2)CC1	0.2	-1	2.7	14
Cc1ccccc1NC(=O)c1ccc(F)c(S(=O)(=O)N2CCN(c3ccccc3Cl)CC2)c1	0.0	-3	0.7	3
COc1ccc(NC(=O)C(=O)NC2CCCCC2C)c(OC)c1 (centres undefined)	-0.2	6	-0.4	5
O=C(NC(=S)NCc1cccnc1)c1ccc(Cl)cc1	0.0	12	-0.5	8

# Remaining list, next part
compound	FBW7 activator	TEAD-YAP inh	GPR151 ag	MITF inh
COc1ccc(-c2oc(NC(C)=O)c(C#N)c2-c2ccc(OC)cc2)cc1	-0.1	10	-0.7	2
CC(C)c1cc(C(=O)Nc2sc3c(c2C#N)CCCC3)no1	0.1	-42	-0.9	-2
O=C(CN(CCc1ccccc1)S(=O)(=O)c1ccc(Br)cc1)NCc1ccc(Cl)cc1	0.0	9	1.2	-9
Cc1cccc(/C(N)=N/OC(=O)COc2ccc(Br)cc2C)c1	0.2	8	1.1	-7
CCN(CC)C(=S)SCc1cn2cccc(C)c2n1	0.1	-12	1.3	-3
O=C(O)c1ccc2c(c1)CCCN2CC(O)C(F)(F)F (centres undefined)	0.0	-3	-1.0	13
CCOc1ccccc1CN1CCN(C2CCN(C(C)C)CC2)C(CCO)C1 (centres undefined)	-0.1	1	0.1	-4
COc1ccc(NC(=O)c2cnccn2)c2ncccc12	0.0	-2	-0.5	6
CC1CCCC(NC(=O)C2N(Cc3ccc4c(c3)OCO4)C(=O)C3C(C(=O)Nc4cccc(Cl)c4)C4C=CC32O4)C1C (centres undefined)	0.2	2	-1.0	21
CCC(C)NC(=O)c1ccc(N(C)S(=O)(=O)c2ccc(C)cc2)cc1 (centres undefined)	-0.1	-10	0.5	15
CCOc1ccc(N2C(=O)CC(NNCc3ccccc3)C2=O)cc1 (centres undefined)	-0.1	0	-0.2	10
COC(=O)c1ccc(C(=O)OC)c(N=CC2=C(O)CC(C)(C)CC2=O)c1	0.0	-13	-2.5	-6
CN(C)c1ccc(/C=C/C2N(Cc3ccccc3)CCN2Cc2ccccc2)cc1	0.0	8	0.3	14
CCCc1cc(=O)n2c(C(=O)Nc3ccccc3)c(C(=O)Nc3ccccc3)sc2n1	-0.2	-9	1.8	-3
CCOc1ccc(CCNS(=O)(=O)c2cc(-c3nnc(Nc4ccc(C)cc4C)c4ccccc34)ccc2C)cc1OCC	0.3	6	1.3	8

# Next results.
compound	FBW7 activator	TEAD-YAP inh	GPR151 ag	MITF inh
O=C(Nc1ccc(Nc2ccccc2)cc1)c1ccc(C(=O)N(C2CCCCC2)C2CCCCC2)cc1	0.1	0	0.3	14
COC(=O)c1ccc(NC(=O)C(CCS(C)(=O)=O)N2Cc3ccccc3C2=O)cc1 (centres undefined)	0.0	4	2.2	0
CC1(C)NC(=O)N(Cc2ccc(Cl)cc2)C1=O	0.1	-12	-0.7	2
CC(=O)Nc1ccccc1OCC(=O)Nc1ccc(F)c(F)c1F	0.2	2	-1.2	2
CCOC(=O)c1c[nH]c2ccc(OC)cc2c1=O	0.1&0.1	3&10	-0.3&-0.1	4&-2
CC1CCN(S(=O)(=O)c2cc(C(=O)O)ccc2Br)CC1	0.8	7	-0.6	11
Cc1ccc(C(=O)Nc2ccc(S(=O)(=O)Nc3onc(C)c3C)cc2)cc1	-0.1	5	0.1	9
CCOc1cc(C=O)cc(Br)c1OC(C)C	0.1	11	0.4	7
Cc1ccc(/C=C(/C#N)C(=O)Nc2ncc(Cc3ccccc3Cl)s2)o1	-0.2	-7	-1.7	-7
NS(=O)(=O)c1ccc(NNC(=S)Nc2ccc(OC(F)F)cc2)c([N+](=O)[O-])c1	0.3	2	2.0	16
Cc1ccc2c(c1)c1c(n2CC(=O)O)C(NC(C)c2ccccc2)CCC1 (centres undefined)	0.1	12	4.1	-1
Cn1c(COc2cccc3cccnc23)nnc1SCC(=O)c1ccc(Cl)cc1Cl	0.2	16	-0.5	16
CC(C)Oc1ccc(/C=C(/NC(=O)c2ccc(Br)o2)C(=O)O)cc1	0.1	-6	0.7	-1
CCOC(=O)C1=C(C)N=c2s/c(=C\c3ccc(OC)c(OC)c3)c(=O)n2C1c1ccc(OC)cc1 (centres undefined)	1.0	9	-0.9	16
O=[N+]([O-])c1ccc(N/N=C/c2ccc(F)c(F)c2)cc1	0.0	1	-0.6	7

# Continued, starting with the last 3 of the part before.
compound	FBW7 activator	TEAD-YAP inh	GPR151 ag	MITF inh
CC(C)Oc1ccc(/C=C(/NC(=O)c2ccc(Br)o2)C(=O)O)cc1	0.1	-6	0.7	-1
CCOC(=O)C1=C(C)N=c2s/c(=C\c3ccc(OC)c(OC)c3)c(=O)n2C1c1ccc(OC)cc1 (centres undefined)	1.0	9	-0.9	16
O=[N+]([O-])c1ccc(N/N=C/c2ccc(F)c(F)c2)cc1	0.0	1	-0.6	7
Cc1cc(C)cc(OCC(=O)O/N=C(\N)c2ccncc2)c1	-0.1	11	0.2	5
Cc1oc(-c2cccs2)nc1CSCC(=O)NCCC1=CCCCC1	0.0	4	-0.2	20
O=C1c2ccccc2NC(c2ccc(O)cc2)N1c1ccc(F)cc1 (centres undefined)	0.0	-30	-5.4	-7
COC(=O)c1cc(C(=O)Nc2cccnc2)cc([N+](=O)[O-])c1	-0.1	-1	0.4	-4
COc1ccc(NC(=O)CC2C(=O)N(c3ccccc3)C(=O)N2Cc2ccc(C)cc2)cc1 (centres undefined)	-0.1	-5	-0.1	-1
O=c1cc(CSc2nc3ccccc3c3nc(CCN4CCCCC4)nn23)nc2ccc(Cl)cn12	0.8	-5	-1.9	1
Cc1ccc(-c2cn(-c3ccccc3)c3[n+]2CCCS3)cc1	-0.1	68*	0.1	16
CCOC(=O)C1CCN(c2ncnc3c2cnn3-c2ccc(OC)cc2)CC1	-0.1	10	1.5	-1
O=C(/C=C/c1ccccc1)C1=C(O)C(=O)N(c2ccccc2)C1c1ccccc1 (centres undefined)	-0.1	6	-0.6	12
COc1cccc(-c2cnc(N)c(N3CCC(C(=O)O)CC3)n2)c1	-0.2	-1	-1.5	-9
CC(=O)N(C1=C(N(C)C)C(=O)c2ccccc2C1=O)c1cc(C)cc(C)c1	-0.2	85*	-3.1	13
COc1ccc(C(=O)N2CCN3C(=O)[C@H](CO)NC(=O)[C@H]3C2)cc1	-0.2	5	-1.4	-2
Cc1ccccc1OCCCC(=O)Nc1ccc(F)cc1	0.4	-13	-2.3	11
O=[N+]([O-])c1ccc(/C=C/CNc2cccc(F)c2)o1	-0.1	3	-0.8	5
CCC(=O)NC1=C(NC(C)c2ccccc2)C(=O)c2ccccc2C1=O (centres undefined)	-0.1	1	1.0	-1

# Filtered by structure, the compounds so far containing an NH in an aromatic ring.
compound	FBW7 activator	TEAD-YAP inh	GPR151 ag	MITF inh
CC(NC(=O)CSc1nc(N)cc(=O)[nH]1)c1ccccc1 (centres undefined)	-0.1	-2	1.9	6
Cc1cccc(C2c3[nH]c4ccccc4c3CCN2C(=O)CCN2CCCCO2)n1 (centres undefined)	-0.2	-5	4.1	-8
CC(=O)N1CCN(C(=O)CSc2nc(N)cc(=O)[nH]2)CC1	-0.1	9	0.3	0
Cc1cc([N+](=O)[O-])cc2c(N=NC(N)=O)c(O)[nH]c12	-0.2	7	0.5	4
CCOC(=O)c1c[nH]c2ccc(OC)cc2c1=O	0.1&0.1	3&10	-0.3&-0.1	4&-2

# Going on with the list:
compound	FBW7 activator	TEAD-YAP inh	GPR151 ag	MITF inh
COCCn1nnnc1C(C)N1CCN(c2ccccc2F)CC1 (centres undefined)	0.0	7	2.1	-14
O=C(COc1ccccc1)Nc1ccc(N2CCCCS2(=O)=O)cc1	-0.2	-34	-0.6	2
Cc1nccn1CCCNC(=O)CC1C(=O)NCCN1CC1CCCCC1 (centres undefined)	0.1	-9	-0.6	-6
COC(=O)c1ccc(OCC(O)CN2C(C)(C)CC(O)CC2(C)C)cc1 (centres undefined)	0.0	-1	-1.1	-4
CCOC(=O)c1ccccc1C(=O)N1CCOCCOCCOCC1	0.0	-5	0.0	-7
COc1ccc(C2C3=C(CCCC3=O)Nc3ccc4nc(C)ccc4c32)cc1 (centres undefined)	0.1	-3	-1.3	0
CN(C)c1ccc(/C=N/Nc2nonc2N)cc1	0.0	-37	-0.6	0
Cc1nc2ccc3nc(NC(=O)c4ccc(S(=O)(=O)N5CCCCC5C)cc4)sc3c2s1 (centres undefined)	0.0	2	-0.7	12
Cc1cc2oc(=O)cc(CN3CCOCC3)c2c(C)c1Cl	-0.1	-13	-2.0	8
CC(C)(C)c1nnc(NC(=O)c2cccnc2)s1	-0.1	-9	-0.4	-6
Cc1ccc(NC(=O)C2C3C=CC4(O3)C2C(=O)N(Cc2ccc(F)cc2)C4C(=O)NC2CCCCC2)cc1Cl (centres undefined)	-0.1	4	-0.1	10
O=c1[nH]c(O)c(C=NCc2ccc(Cl)c(Cl)c2)c(=O)[nH]1	-0.1	11	0.5	3
CCOC(=O)CSc1nc2sc3c(c2c(=O)n1CCc1ccccc1)CCCC3	-0.1	4	-1.7	3
CCOc1ccc(/C(O)=C2/C(=O)C(=O)N(CCN(C)C)C2c2ccc(OC)cc2)cc1C (centres undefined)	-0.1	-3	-1.8	5
Cc1nn(C(C)C)c(C)c1[C@@H]1C[C@H]2CN(Cc3cccc(Cl)c3)C(=O)[C@]23CCCN13	0.1	-1	0.3	1

# Further records follow:
compound	FBW7 activator	TEAD-YAP inh	GPR151 ag	MITF inh
CCCCOc1ccc(C(=O)N/C(=C/C=C/c2ccccc2)C(=O)NCCCO)cc1	0.0	-16	0.0	-4
Cc1ccc(C2=NN(C(=O)CCN3CCOCC3)C(c3ccco3)C2)cc1 (centres undefined)	0.1	-2	0.1	17
COc1ccccc1N1CCN(Cc2ccc(O)c([N+](=O)[O-])c2)CC1	0.2	15	0.7	21
CC(NC(=O)c1ccc(CN(CCO)Cc2ccccc2)[nH]c1=O)c1cccs1 (centres undefined)	0.1	13	1.4	1
O=C(Nc1ccc(Oc2cccnc2)cc1)C1CCN(CC2CC=CCC2)CC1 (centres undefined)	-0.1	-7	-0.8	-12
COC(=O)N1CCn2c3c(c4cc(C)ccc42)CCCC31 (centres undefined)	-0.2	-10	-1.1	4
O=C(Cc1ccc(F)cc1)N(Cc1ccccn1)c1nc2c(F)cccc2s1	0.9	-3	2.7	14
